# Compound activity from PubChem.
# AID2073 = disruptors of CaV2.2 binding to Mint1 – biochemical, HTRF (AID 2073); 290,000 tested, 0.19% active; inhibition, % at 20 µM, or IC50 in µM where a hit was titrated; HTRF protein-protein interaction, Mint1-CaV2.2; higher % means a stronger effect; in the data active = inhibition mostly above about 51%, no sharp cut-off; inconclusive = no clear call, values can overlap the other calls; inactive = mostly below about 53%; also: some results filed as inactive read as strong as hits
# LYP inhibition = inhibitors of LYP phosphatase, biochemical, fluorescence intensity, uHTS (AID 1779) | recombinant LYP phosphatase, fluorescence intensity; higher % means a stronger effect | inhibition, % at 11.5 µM; hits with a dose series show IC50 in µM | 290,000 tested, 0.054% active; in the data active = inhibition above about 50%;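 also: plate controls were vehicle with enzyme for no effect and no enzyme for full effect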
# K1F lysis inhibition = protection from phage-mediated lysis, alamar blue read-out – E. coli UTI89, K1F phage, bacterial capsule biogenesis inhibitors (AID 488966). 340,000 tested, 0.02% active. inhibition, % at 100 µM, or IC50 in µM where a hit was titrated. E. coli UTI89 K1F phage lysis, alamar blue, 2 h; higher % means a stronger effect;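 active = phage lysis inhibition, versus mean bacterial control, above a set limit; inconclusive = no clear call, values can overlap the other calls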;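 also: capsule biogenesis inhibitors block K1F phage lysis so surviving cells raise fluorescence; higher fluorescence means more inhibition of phage lysis; actives were called in the ten point dose series up to 300 µM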
# RSV antiviral HEp-2 = RSV antiviral activity via CPE protection, HEp-2 cells, primary 10 µM value included (AID 2391) | CPE inhibition, % at 10 µM; hits with a dose series show IC50 in µM | HEp-2 cells, RSV-induced CPE inhibition; higher % means a stronger effect | 310,000 tested, 0.13% active; in the data active = a potency from the dose series; inconclusive = CPE inhibition mostly from about 23% at the one dose, without a potency; inactive = the rest, 99 in 100 with CPE inhibition below about 21%; also: strong numbers were not always called active
# GPR35 arrestin U2OS = GPR35 antagonists blocking zaprinast-driven arrestin recruitment, primary screen, imaging, U2OS, beta-arrestin-GFP, zaprinast agonist (AID 2058). one-dose inhibition, % at 10 µM; IC50 in µM for titrated hits. U2OS GPR35 beta-arrestin-GFP translocation imaging, zaprinast antagonism; higher % means a stronger effect. 290,000 tested, 0.052% active;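 active = inhibition of at least 50% with at least 30 cells and total cytoplasm GFP at most 10,000,000; inconclusive = under 30 cells or total GFP of 10,000,000 plus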
# NS5 inhibitors = flavivirus cap methylation enzyme inhibition – biochemical, confirmation dose response, primary screen (AID 588689) | Dengue-2 NS5 methyltransferase capping enzyme assay, biochemical; higher % means a stronger effect | inhibition, % at 25 µM, or IC50 in µM where a hit was titrated | 340,000 tested, 0.3% active; in the data active = a potency from the dose series; inconclusive = inhibition above about 29% without an active follow-up result
# NTR1 agonist = NTR1-driven beta-arrestin-GFP spot formation – imaging, U2OS cells, high content, primary screen (AID 493036); P30989; agonist mode; activation, % at 20 µM; 330,000 tested, 0.17% active;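 active = activation at or above 40% of the spot to cytoplasm intensity ratio, with at least 20 cells analyzed; inconclusive = wells under 20 cells, flagged as cytotoxic or low count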;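 also: 0% = DMSO without peptide and 100% = 100 nM NTR1 peptide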
# Target sequence (P30989 whole entry, looked up): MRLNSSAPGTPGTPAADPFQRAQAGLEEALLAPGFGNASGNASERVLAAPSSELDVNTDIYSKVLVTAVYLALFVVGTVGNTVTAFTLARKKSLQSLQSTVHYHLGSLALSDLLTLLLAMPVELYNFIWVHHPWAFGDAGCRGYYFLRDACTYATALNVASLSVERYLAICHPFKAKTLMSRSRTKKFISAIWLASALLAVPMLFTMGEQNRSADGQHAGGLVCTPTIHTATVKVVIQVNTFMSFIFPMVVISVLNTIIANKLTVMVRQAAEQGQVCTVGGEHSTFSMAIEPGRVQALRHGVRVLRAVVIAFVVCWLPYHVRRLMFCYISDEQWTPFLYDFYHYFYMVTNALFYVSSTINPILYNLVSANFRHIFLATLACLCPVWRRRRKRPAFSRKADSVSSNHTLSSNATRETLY
# WT yeast gro inh = growth inhibition of WT yeast, mitochondrial fusion screen | mitochondrial fusion phenotypic screen, WT strain | inhibition, % at 10 µM | 190,000 tested, 2.1% active | AID 1362; in the data active = inhibition above about 58%; tested in S. cerevisiae
# Autophagy mod = autophagy modulation, high-content screen. MEF GFP-LC3 puncta imaging; test concentration mostly 10 µM. calls only at 10 µM (by protocol). 190,000 tested, 0.98% active. AID 463193;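 active = percentage of spot-positive cells more than 3 SD above its plate mean, without a fluorescence outlier flag or 80% toxicity; inconclusive = no clear call, values can overlap the other calls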;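 also: spot-positive cell cutoff set from DMSO-treated cells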
# WT yeast gro inh mutant strain = further read-out of WT yeast gro inh, marked with its call; inhibition, %; mitochondrial fusion phenotypic screen, mutant strain inhibition
# Autophagy mod cell loss 18 h = recorded beside Autophagy mod, whose call it bears; toxicity, %; measured here: cell loss, nuclei count;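 cell loss after 18 h compound exposure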
# NTR1 agonist cell count 20 µM = also measured in NTR1 agonist; calls as there; cell count; measured here: cell count, cytotoxicity flag
# NS5 inhibitors pilot replicate = also measured in NS5 inhibitors; calls as there; inhibition, %; measured here: pilot screen replicate inhibition
# An asterisk follows results filed as active; i = inactive; u = inconclusive; x = not tested or not shown; [ ] = another dose, or the depositor's remark.
SMILES,AID2073,LYP inhibition,K1F lysis inhibition,RSV antiviral HEp-2,GPR35 arrestin U2OS,NS5 inhibitors,NTR1 agonist,NTR1 agonist cell count 20 µM,WT yeast gro inh,WT yeast gro inh mutant strain,Autophagy mod,Autophagy mod cell loss 18 h,others
NC(=O)CSc1nnc(CNc2cccc(Cl)c2)n1CCc1ccccc1,-4%,-2%,-0.6%,2.3%,-12%,0%,15,83,8,10,i,-13,
CN(C)Cc1c(O)ccc2c(=O)c(-c3ccccc3)c(C(F)(F)F)oc12,50%,-2%,0.2%,1.6%,-3%,7%,0.7,63,x,x,x,x,NS5 inhibitors pilot replicate=2.7
CSc1ccc(S(=O)(=O)NCCSc2ccccn2)cc1,-2%,-8%,1.3%,19%,-1%,-3%,-0.7,55,-14,-4,i,-37,
CC(=O)c1cccc(NC(=O)C2C3C=CC(C3)C2C(=O)O)c1 (centres undefined),-6%,-9%,0.1%,0.1%,-8%,2%,-0.8,43,-3,-16,i,-13,
CCOC(=O)N1CCC(NCc2c(C(=O)N(C)Cc3ccccc3)nc3ccccn23)CC1,9%,-7%,0.2%,0.9%,-15%,-5%,2.2,81,3,7,i,-2,
CCOc1ccc(-n2ccnc2SCC(=O)Nc2nnc(CC)s2)cc1,6%,-12%,0.8%,1.2%,-5%,-7%,-1.0,52,13,20,i,-6,
N#Cc1nc(Cc2ccccc2)oc1NCCCn1ccnc1,0%,-2%,-0.6%,-1.0%,-2%,-2%,0.2,54,x,x,i,-27,
COc1ccc(-c2nc(CS(=O)CC(=O)N3CCN(C)CC3)c(C)o2)cc1OC (centres undefined),-1%,-8%,-0.1%,1.2%,7%,-10%,-0.1,64,x,x,x,x,
CCCCOc1ccc(C(=O)CCN2CCOCC2)cc1,6%,-4%,-1.6%,0.3%,-11%,-10%,0.5,93,25,38,i,3,
O=C(O)c1ccc(/C=C2\SC(=S)N(NC(=O)c3ccc(Br)cc3)C2=O)cc1,6%,-6%,-0.2%,-0.6%,18%,26%,1.1,55,x,x,x,x,
Cc1ccc(-c2nnc(NCc3nc4ccccc4[nH]3)c3ccccc23)cc1S(=O)(=O)N1CCOCC1,18%,-7%,0.2%[50 µM],u,-3%,-17%,8.4,82,9,3,i,-8,
N#Cc1nc(-c2cccc3ccccc23)oc1N,x,x,0.0%,23µM*,x,-2%,-0.5,54,x,x,x,x,
COc1ccccc1CC(=O)Nc1ncc(C)s1,-5%,-14%,-1.1%,2.0%,21%,8%,-0.6,50,x,x,x,x,
COCc1cc(C)nc(OCC(=O)N/N=C/c2ccc(OC)c(OC)c2)c1C#N,0%,-6%,0.2%,2.8%,13%,-18%,-0.2,97,7,-5,i,3,
CC(C)N(CCCNC(=O)c1nn(C)c2c1CS(=O)(=O)c1ccccc1-2)Cc1ccccc1,-3%,-10%,0.3%,0.1%,8%,-3%,0.1,58,x,x,x,x,
COc1cc(C2c3c(oc4ccccc4c3=O)C(=O)N2CCN2CCOCC2)cc(OC)c1OC (centres undefined),-5%,-7%,10%,0.6%,-12%,-6%,-1.0,25,x,x,x,x,
O=C(NC1CCCC1)C(=O)N(Cc1cccnc1)C(C(=O)NCc1ccco1)c1ccccc1F (centres undefined),2%,-10%,-0.1%,0.0%,-4%,-12%,0.6,36,-20,-1,i,-15,
CCOc1ccc(C2NC(=O)C(C#N)=C(S)N2c2ccc(OC)cc2)cc1OC (centres undefined),-3%,1%,3.0%,2.4%,-8%,-2%,-0.8,65,-9,-23,i,-4,
Cc1cc(NC(=O)C2CCCCC2)ccc1NC(=O)c1ccccc1Cl,-2%,-3%,1.8%,2.6%,0%,-5%,-0.8,46,-11,-16,i,-6,
CSc1nc2c(c(=O)[nH]1)C(c1cccc(Cl)c1Cl)CC(=O)N2 (centres undefined),-8%,-5%,x,-0.4%,16%,x,-0.9,50,7,-7,i,-10,
COc1ccc(CNC(=O)CN(Cc2ccc(OC)cc2)C(=O)CCC(=O)Nc2nccs2)cc1,-9%,-6%,0.2%,1.1%,-4%,-10%,0.5,52,x,x,x,x,
CCN1CCN(c2ccc(S(=O)(=O)N3CCCCC3)cc2NC(=O)c2cc3ccccc3o2)CC1,x,x,0.7%[50 µM],-1.0%,x,9%,-0.2,57,x,x,x,x,
O=C1N(Cc2cccnc2)C[C@@H]2C[C@@H](c3cccc(C(F)(F)F)c3)N3CCC[C@@]123,12%,-4%,0.2%,0.7%,10%,-4%,-0.6,94,8,17,i,22,
CCOCCn1c(=NC(=O)c2cc(Cl)sc2Cl)sc2cc(S(N)(=O)=O)ccc21,54%*,-7%,x,6.5%,2%,x,17,62,-14,3,i,-4,
O=C(COC(=O)CCC1CCCC1)Nc1ccc(F)cc1Cl,x,x,0.4%[50 µM],-0.1%,x,-2%,-0.3,66,x,x,x,x,

# Next section:
SMILES,AID2073,LYP inhibition,K1F lysis inhibition,RSV antiviral HEp-2,GPR35 arrestin U2OS,NS5 inhibitors,NTR1 agonist,NTR1 agonist cell count 20 µM,WT yeast gro inh,WT yeast gro inh mutant strain,Autophagy mod,Autophagy mod cell loss 18 h,others
COc1ccc(-c2ccc(SCC(=O)NCc3ccco3)nn2)cc1OC,-2%,3%,1.6%,0.2%,-3%,-2%,2.2,47,-5,-22,i,-29,
O=C(CSc1n[nH]c(-c2ccccn2)n1)Nc1cccc(Cl)c1,4%,-7%,-0.1%[50 µM],3.1%,0%,-9%,0.6,67,x,x,x,x,
C/C(=N/OC(=O)c1ccc(C)cc1)c1ccc(N2C(=O)C3CCCCC3C2=O)cc1 (centres undefined),1%,-4%,9.5%,4.9%,2%,-1%,5.5,76,5,7,i,1,
C/C(CCc1ccc2c(c1)OCO2)=N\N=C(/N)SC1CC(=O)N(c2ccccc2F)C1=O (centres undefined),-4%,-5%,0.1%,1.0%,4%,x,1.9,65,3,-21,i,-2,
CCOc1ccc(OCC)c(S(=O)(=O)NCc2cccnc2)c1,16%,1%,5.8%,0.6%,12%,-2%,-1.2,41,22,13,i,-2,
CC(=O)c1cc(CN2CCN(C3CCCCC3)C(CCO)C2)cs1 (centres undefined),-1%,-6%,0.3%,1.7%,4%,-8%,0.4,80,0,3,i,-1,
CCOc1ccc(/C=N/n2nnnc2N)cc1OCC,7%,-7%,-1.4%,-1.0%,12%,14%,-1.2,71,x,x,x,x,
CCOCCCNC(=O)CCC(=O)NNc1nc2ccccc2c2nc(-c3ccccc3)nn12,6%,5%,1.8%[50 µM],2.9%,-5%,-6%,-0.3,72,4,7,i,-3,
CC(NC(=O)c1ccco1)c1ccc(-n2ccnc2)cc1 (centres undefined),x,x,1.6%[50 µM],4.3%,x,1%,0.9,55,x,x,x,x,
O=C(CS(=O)(=O)c1ccccc1)Nc1nnc(C(F)(F)F)s1,5%,-2%,0.0%,0.8%,6%,-2%,-2.2,55,x,x,x,x,
Cc1cc(C)c(C2C3=C(Nc4c2c(C)nn4-c2ccccn2)c2ccccc2C3=O)c(C)c1 (centres undefined),-2%,-3%,0.3%,18%,-16%,-1%,9.3,49,79*,55*,i,-10,
CCOc1ccccc1Nc1cc(C)nc2ccc(C)cc12,x,x,1.8%,49%,x,-5%,3.0,41,x,x,x,x,
Cc1cc(C)n(Cc2ccc(C(=O)O)cc2)n1,13%,-7%,1.3%,0.8%,8%,-3%,1.3,49,-7,-4,i,-2,
CC1=C(C(=O)OCC2CCCO2)C(c2coc3ccccc3c2=O)C2=C(CCCC2=O)N1 (centres undefined),15%,-4%,0.2%,3.6%,-2%,-6%,3.4,41,1,-3,i,17,
O=C(Nn1cnnc1)c1cc(-c2ccccn2)nc2ccccc12,4%,0%,5.0%,-1.4%,-3%,0%,-0.4,28,-8,-25,i,-4,
CC1=C(C(=O)Nc2ccccc2C(=O)NCc2ccccc2)SCCO1,4%,-7%,0.1%,1.1%,19%,-5%,0.2,63,x,x,x,x,
COc1cc(C2NC(=S)NC(c3ccccc3)=C2C(C)=O)ccc1O (centres undefined),-11%,-4%,0.4%,1.1%,4%,-15%,0.8,41,11,12,i,7,
COC(=O)N1N=C(c2ccc(Br)cc2)CC1(O)C(F)(F)F (centres undefined),-5%,3%,0.0%,2.1%,7%,1%,1.6,53,-5,-10,i,-10,
COc1cccc(NC(=O)CNC(=O)Cn2cnc3sc(C)c(C)c3c2=O)c1,-4%,-8%,0.1%,1.1%,-12%,-12%,0.4,63,x,x,x,x,
Cc1nnc(C)n1/N=C/c1cccc([N+](=O)[O-])c1,0%,-6%,2.3%,1.2%,-9%,-11%,2.2,35,-10,-9,i,-11,
COc1ccc(NC(=O)Cn2cc(S(=O)(=O)Cc3ccccc3)c3ccccc32)c(OC)c1,34%,4%,1.0%[50 µM],3.0%,20%,7%,0.3,70,6,-5,i,-11,
O=C(NCCCN1CCOCC1)c1cc2c(s1)CSC2,-10%,-11%,11%,0.6%,0%,-5%,0.0,59,1,1,i,-41,
COc1ccc(C(=O)/C=C/c2ccc3c(c2)OCCO3)cc1,6%,-2%,-0.7%,1.1%,9%,-5%,1.5,55,x,x,x,x,
CCn1cc(Br)c(C(=O)Nc2nccs2)n1,1%,-8%,2.0%,2.2%,-9%,x,1.4,78,-5,1,i,12,
COc1ccc(Cl)cc1NS(=O)(=O)c1cn(C)nc1C,-2%,-9%,0.1%,1.4%,-1%,-1%,0.5,70,x,x,x,x,
O=C1CN(C(=O)N[C@@H](Cc2ccccc2)C(=O)N[C@@H](C(=O)O)c2ccccc2)c2ccccc2N1,14%,-7%,0.4%,1.3%,12%,4%,1.1,63,x,x,x,x,
COc1ccccc1NS(=O)(=O)c1ccc(O)c(C(=O)OCC(=O)Nc2ccccc2F)c1,1%,-3%,0.1%,1.2%,-4%,-9%,1.9,40,8,-1,i,2,

# Copied from the listing (five entries):
SMILES,AID2073,LYP inhibition,K1F lysis inhibition,RSV antiviral HEp-2,GPR35 arrestin U2OS,NS5 inhibitors,NTR1 agonist,NTR1 agonist cell count 20 µM,WT yeast gro inh,WT yeast gro inh mutant strain,Autophagy mod,Autophagy mod cell loss 18 h,others
COc1ccc(C(=O)/C=C/c2ccc3c(c2)OCCO3)cc1,6%,-2%,-0.7%,1.1%,9%,-5%,1.5,55,x,x,x,x,
CCn1cc(Br)c(C(=O)Nc2nccs2)n1,1%,-8%,2.0%,2.2%,-9%,x,1.4,78,-5,1,i,12,
COc1ccc(Cl)cc1NS(=O)(=O)c1cn(C)nc1C,-2%,-9%,0.1%,1.4%,-1%,-1%,0.5,70,x,x,x,x,
O=C1CN(C(=O)N[C@@H](Cc2ccccc2)C(=O)N[C@@H](C(=O)O)c2ccccc2)c2ccccc2N1,14%,-7%,0.4%,1.3%,12%,4%,1.1,63,x,x,x,x,
COc1ccccc1NS(=O)(=O)c1ccc(O)c(C(=O)OCC(=O)Nc2ccccc2F)c1,1%,-3%,0.1%,1.2%,-4%,-9%,1.9,40,8,-1,i,2,
